Bcl-XL Bim block: inhibitors of Bim-Bcl-XL interaction, human; Q07817; Bim peptide-Bcl-XL binding, bead flow cytometry, fluorescence; inhibition, % at 10 µM; 190,000 compounds, 0.04% hits
Target sequence (Q07817 whole entry, looked up): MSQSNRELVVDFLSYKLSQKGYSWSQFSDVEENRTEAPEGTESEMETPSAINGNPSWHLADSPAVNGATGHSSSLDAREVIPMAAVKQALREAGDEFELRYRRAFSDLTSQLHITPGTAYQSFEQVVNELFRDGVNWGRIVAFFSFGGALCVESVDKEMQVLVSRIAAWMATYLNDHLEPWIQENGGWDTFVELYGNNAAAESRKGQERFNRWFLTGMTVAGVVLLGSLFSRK
Rac1 act GTP bind: human Rac1 activated mutant GTP binding change; 190,000 compounds, 0.11% hits; percent activity (GTP binding), % at 10 µM; GST-Rac1 activated beads, fluorescent GTP binding, flow cytometry; actives lie on both sides; 100% means binding = to untreated wells; P63000;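 active = GTP binding at least 20 percentage points away from the 100% baseline, in either direction, so actives lie on both sides; inconclusive = Compound likely fluorescent itself, or too few beads counted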
Bim-Bcl-2: disrupts Bim peptide binding to human Bcl-2 | inhibition, % at 10 µM | P10415 | Bead-based flow cytometry, Bim peptide-Bcl-2 binding | AID 950 | 190,000 compounds, 0.06% hits; in the data active = inhibition above about 40%; inconclusive = no clear call, values can overlap the other calls;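 also: 0% = no compound wells with probe peptide and 100% = reference peptide inhibitor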
Bcl-W Bim block: disrupts Bim peptide binding to human Bcl-W; bead-based flow cytometry; inhibition, % at 10 µM; 190,000 compounds, 0.02% hits; AID 952;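 also: 0% = bound tracer without compound and 100% = peptide blocker; higher means less fluorescent Bim peptide bound to Bcl-W beads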
Target sequence (Q92843 whole entry, looked up): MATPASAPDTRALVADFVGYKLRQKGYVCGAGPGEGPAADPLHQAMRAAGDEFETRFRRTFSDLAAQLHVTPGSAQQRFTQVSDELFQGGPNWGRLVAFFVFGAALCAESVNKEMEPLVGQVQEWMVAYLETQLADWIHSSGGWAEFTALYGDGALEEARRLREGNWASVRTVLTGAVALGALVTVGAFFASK
Bcl-B Bim block: disrupts Bim peptide binding to human Bcl-B | inhibition, % at 10 µM | Q9HD36 | bead-based flow cytometry | AID 951 | 190,000 compounds, 0.073% hits;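 also: 0% = tracer peptide without compound and 100% = reference inhibitor peptide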
HRas wt GTP: modulators of GTP binding to human HRas wildtype. AID 759. P01112. GTP binding activity, % at 10 µM. GST-Ras wt beads, Bodipy-FL-GTP binding, flow cytometry; actives lie on both sides. 190,000 compounds, 0.14% hits;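 active = GTP binding activity at least 20% away from the 100% baseline, either lowered as inhibitor or raised as activator; inconclusive = flagged as likely green fluorescent, judged across all proteins in the well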;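 also: 0% = unlabeled GTP competition control and 100% = no-compound control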
Target sequence (P01112 whole entry, looked up): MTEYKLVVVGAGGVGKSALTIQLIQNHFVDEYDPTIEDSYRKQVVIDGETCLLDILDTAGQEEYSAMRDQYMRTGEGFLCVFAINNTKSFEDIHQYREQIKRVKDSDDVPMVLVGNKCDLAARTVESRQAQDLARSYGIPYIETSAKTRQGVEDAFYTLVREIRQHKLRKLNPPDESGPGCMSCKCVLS
Rac1 wt GTP bind: modulators of human Rac1 wildtype GTP binding; GST-Rac1 beads, fluorescent GTP binding, flow cytometry; actives lie on both sides; 0 = cold GTP competed, 100 = untreated; GTP binding activity (% of control), % at 10 µM; 190,000 compounds, 0.27% hits; AID 757;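 active = GTP binding activity at least 20 points away from the 100% control level, either lower or higher; inconclusive = compound flagged as likely green fluorescent, judged across all proteins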
Cdc42 wt: modulators (inhibitors or activators) of GTP binding to human Cdc42 wildtype | P60953 | GST-Cdc42 beads, Bodipy-GTP binding, flow cytometry; actives lie on both sides | percent activity (GTP binding), % at 10 µM | 190,000 compounds, 0.2% hits;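 active = percent activity GTP binding at least 20 points away from the 100% baseline, either down as inhibitor or up as activator; inconclusive = compound flagged as likely green fluorescent from well-wide comparison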;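 also: median bead fluorescence of bound Bodipy-FL-GTP at 100 nM; 0% = excess unlabeled GTP control and 100% = no compound control; below 100% means less GTP binding so inhibitor and above means activator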
Target sequence (P60953 whole entry, looked up): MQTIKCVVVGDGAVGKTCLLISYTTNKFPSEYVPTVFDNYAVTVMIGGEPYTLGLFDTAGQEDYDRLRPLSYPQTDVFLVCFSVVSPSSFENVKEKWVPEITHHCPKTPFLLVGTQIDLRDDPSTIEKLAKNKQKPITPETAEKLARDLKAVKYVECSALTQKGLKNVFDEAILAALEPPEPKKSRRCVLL
Rab7 wt modul: modulators of GTP binding to dog Rab7 wildtype GTPase | GST-Rab7 beads, fluorescent GTP binding, flow cytometry; actives lie on both sides; untreated = 100%, excess cold GTP = 0% | GTP binding activity (percent of control), % at 10 µM | 190,000 compounds, 0.055% hits | AID 758;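 active = fluorescent GTP binding to Rab7 beads changed by at least 20 points from the 100% baseline, either direction, mostly lower; inconclusive = compound itself probably fluorescent, or too few beads counted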;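 also: median green fluorescence of bound Bodipy-FL-GTP per Rab7 bead population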
Rab2 wt GTP: changes GTP binding to wildtype dog Rab2A, up or down | GTP binding activity, % at 10 µM | P61105 | AID 760 | GST-Rab2 wt beads, Bodipy-GTP binding, flow cytometry | 190,000 compounds, 0.19% hits;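 active = GTP binding activity at least 20 points away from 100%, either lowered or raised; inconclusive = signal likely due to the compound's own green fluorescence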;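 also: 0% = beads with excess unlabeled GTP and 100% = no-compound control corrected for plate trend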
Bim-Bfl-1: disrupts Bim binding to human Bfl-1; AID 1008; 190,000 compounds, 0.12% hits; inhibition, % at 10 µM; Bead-based flow cytometry, Bim-Bfl-1 binding inhibition;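 also: 0% = wells without compound plus tracer and 100% = blocker peptide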
An asterisk follows results filed as active; ? = inconclusive; . = not tested or not shown. Rule as the data show it, unless noted: active = inhibition above about 40%.

SMILES	Bcl-XL Bim block	Rac1 act GTP bind	Bim-Bcl-2	Bcl-W Bim block	Bcl-B Bim block	HRas wt GTP	Rac1 wt GTP bind	Cdc42 wt	Rab7 wt modul	Rab2 wt GTP	Bim-Bfl-1
CCn1ccnc1CN(C)Cc1cn(-c2cccc(C)c2)nc1-c1cccc(F)c1	-7	91	-3	-6	-2	92	90	88	98	96	-1
Oc1c(C(c2ccco2)N2CCOCC2)sc2ncnn12 (stereo not given)	-4	102	-5	0	-6	102	109	104	103	103	-10
Cn1cccc1/C=N/NC(N)=S	-3	101	0	0	-3	96	102	92	105	96	-5
O=C(Nc1ccc(S(=O)(=O)NCc2ccccc2)cc1)Nc1ccc2c(c1)OCO2	0	100	-3	-1	-3	100	101	102	102	100	-6
COc1ccc(N2CCN(C(=O)C3=NNC(=O)CC3)CC2)cc1	3	97	3	0	2	102	105	104	102	99	2
COc1ccc(OCC(=O)N/N=C(\C)CC(=O)Nc2cccc([N+](=O)[O-])c2)cc1	-1	96	-2	1	0	100	102	98	101	101	-2
CC1(C)Cc2nc3sc4c(N(CCO)CCO)ncnc4c3cc2CO1	1	96	1	0	4	92	94	95	91	91	-3
Cc1ccc(N(CC(=O)NCCSCc2ccco2)S(=O)(=O)c2ccc(F)cc2)cc1	-3	96	-1	0	-3	97	97	94	99	96	-5
COc1ccc(NC(=O)COC(=O)c2ccc(F)cc2F)cc1	-1	95	-7	-1	-3	97	97	97	100	96	-8
O=C(NC(=S)Nc1ccc(S(=O)(=O)Nc2nccs2)cc1)c1ccc(F)c(F)c1	-9	95	-8	-8	-5	94	99	99	93	92	-2
Cc1cc(C)nc(NC(=O)c2ccc(Cl)cc2)n1	-2	97	-3	-3	-2	100	97	99	95	101	-3
O=C(COC(=O)/C=C/c1ccccc1)Nc1cccc(Oc2ccccc2)c1	-7	87	-2	-4	-9	88	92	90	96	89	-4
CCC1SC2=NC(C)=C(C(=O)OC)C(c3ccc(C)cc3)N2C1=O (stereo not given)	-12	?	-10	-3	-14	?	?	?	?	?	-19
CSc1ccccc1NC(=O)c1ccccc1	-4	93	-1	-3	-1	93	96	97	95	98	-4
COc1ccc(-c2nnn(CC(=O)N(CCN3CCOCC3)C(C(=O)NC3CCCC3)c3ccco3)n2)cc1 (stereo not given)	-2	94	-2	0	-2	99	100	95	101	98	-2
CC1(C)Cc2c(c(N3CCOCC3)nc3sc4c(NCc5ccco5)nnnc4c23)CS1	-2	98	0	0	-3	101	100	102	98	101	4
Cc1c(Cl)c([N+](=O)[O-])nn1CC(=O)N1CCCC1	-2	97	0	-3	-7	97	104	99	99	99	1
O=C(Nc1ccccc1)Nc1ccccc1NS(=O)(=O)c1cccs1	.	97	?	.	.	101	101	102	102	98	.
COC(=O)CC1C(=O)NCCN1C(=O)CSc1nnc(Nc2ccc(OC)cc2)s1 (stereo not given)	-1	99	-3	-1	-2	102	100	102	97	101	-3
Cc1cccc(OCCN2C(=O)C(=O)c3cccc(C)c32)c1	-4	95	-4	0	-6	99	93	90	100	97	-12
Cc1oc2ccc(OC(=O)N3CCOCC3)cc2c1C(=O)OC(C)C	-5	99	9	0	-4	102	103	102	102	102	0
CCOc1ccc(C(=O)NC2CCN(C(=S)NCc3ccco3)CC2)cc1	-7	?	-1	-5	-10	?	?	?	?	?	1
N#Cc1c(NC(=O)CCn2cnc3ccccc3c2=O)oc(-c2ccccc2)c1-c1ccccc1	-10	91	-10	-4	-13	94	92	94	96	95	-13
O=C(c1ccccc1[N+](=O)[O-])N1CCCN(C(=O)c2ccccc2[N+](=O)[O-])CC1	-6	100	-2	-4	-8	102	107	103	106	99	-2
COc1ccc(-c2cc(C(=O)N3CCN(c4ncccn4)CC3)c3ccccc3n2)c(OC)c1	-4	101	0	0	-8	98	102	98	96	98	3
COC(=O)C1=C(N)c2c(F)cccc2C1(C#N)c1ccccc1 (stereo not given)	0	100	-5	0	0	103	107	105	101	101	-4
O=C(/C=C/c1ccccc1[N+](=O)[O-])NCc1ccccc1Cl	0	94	-1	1	-2	96	98	99	102	97	-2
CCN1CCN(C(=O)c2sc3ncnc(N4CCc5ccccc5C4)c3c2C)CC1	-4	96	-3	-2	-1	98	97	95	103	100	-7
O=c1[nH]c2cc3c(cc2cc1CN(Cc1nnnn1CC1CCCO1)C1CCCCC1)OCO3 (stereo not given)	-1	97	0	-1	-5	97	97	97	95	96	-5
COc1cccc(-c2nnc(SCc3ccc(C#N)cc3)n2Cc2ccco2)c1	2	101	-3	-1	0	104	103	105	97	105	0
C[C@H]1CC[C@@]2(O[C@@H](CCO)C[C@@H](O)[C@@H]2O)O1	0	96	-5	0	-3	97	101	96	105	100	-5
CCOC(=O)c1cc(-c2ccccc2)sc1NC(=O)C(C)N1C(=O)NC(C)(c2ccc(Cl)cc2)C1=O (stereo not given)	-1	102	-1	5	-2	105	106	102	107	106	-2
O=C(COC(=O)c1cccc(NS(=O)(=O)/C=C/c2ccccc2)c1)Nc1ccccc1OC(F)F	-2	95	3	0	-2	95	95	93	102	94	1
Cc1nn(C)c(=O)n1-c1ccc(Oc2ccccc2)cc1	-1	92	-4	-2	-2	97	94	97	93	95	-1
[O-][n+]1c2c(nn1-c1ccc(Cl)c(Cl)c1)-c1nonc1CC2	-3	93	-5	-2	-4	95	95	97	94	93	-7
CC(=O)Nc1cc(C(C)(C)C)c(O)c(C(C)(C)C)c1	-2	97	-8	2	-4	99	98	99	102	100	-10
COc1ccccc1OCC(=O)Nc1ccc2c(c1)n(C)c(=O)n2C	-3	95	-1	0	-4	97	100	98	96	97	-5
Cc1ccc(S(=O)(=O)n2c3ccc(Cl)cc3c3nc(C)sc32)cc1	0	98	-8	0	-7	101	105	101	102	100	-16
CC1(C)CC2(CC(C)(C)NC(=O)N2)NC(=O)N1	0	100	-1	0	-1	109	107	106	104	104	1
N#Cc1cc2c(nc1S(=O)(=O)Cc1ccccc1)CCCC2	1	93	0	4	0	97	97	95	104	96	-1
COc1ccc(/C=N/n2cc(-c3ccc(OC)cc3)nc2N)cc1	-2	102	3	8	0	102	110	104	100	101	-5
Cc1cccc(COCC(Cc2ccccc2)N2CCN(C(=O)c3ccc(C(F)(F)F)cc3)CCC2=O)c1 (stereo not given)	-3	98	-5	0	-4	102	106	102	102	101	0
O=C(Nc1ccncc1)c1ccc(-c2ccccc2)cc1	-4	92	-1	-3	-8	94	102	97	96	96	-5
Cn1c(SCc2cc(=O)[nH]c3ccccc23)nnc1-c1ccco1	-4	?	-8	0	-8	?	?	?	?	?	-19
O=C(Nc1nc2c(s1)CCCC2)c1ccc2ncsc2c1	13	97	13	10	9	100	103	99	99	101	15
CC(C)N(CCc1ccncc1)C(=O)Nc1ccc(F)cc1	-4	97	-11	0	-6	100	101	100	99	101	-13
Fc1ccc(CSc2nncn2NCc2ccc3c(c2)OCO3)cc1	-5	95	-6	-2	-10	99	103	101	98	99	-15
CCN(CC)CCCN(Cc1cc2cc3c(cc2[nH]c1=O)OCO3)C(=O)Nc1ccccc1OC	-1	99	-2	1	0	99	97	99	101	98	0
COc1ccccc1NC(=O)N1C2CCCC1CC(NC(=O)c1ccccc1)C2 (stereo not given)	-2	95	0	1	-7	96	99	97	97	96	-8
CN(C)CCNc1ncnc2c1sc1nc(N3CCOCC3)c3c(c12)CC(C)(C)SC3	1	98	0	1	-1	102	102	103	99	101	0
(further entries)
SMILES	Bcl-XL Bim block	Rac1 act GTP bind	Bim-Bcl-2	Bcl-W Bim block	Bcl-B Bim block	HRas wt GTP	Rac1 wt GTP bind	Cdc42 wt	Rab7 wt modul	Rab2 wt GTP	Bim-Bfl-1
COc1ccccc1NC(=O)CSCc1ccc([N+](=O)[O-])cc1	2	95	3	-1	-4	94	94	94	99	98	0
Cc1ccc(NC(=O)CN2C(=O)NC3(CCc4ccccc43)C2=O)cc1 (stereo not given)	-3	96	-2	0	-1	99	102	100	102	98	-4
O=Cc1cn(CC(=O)Nc2ccc(F)cc2)c2ccccc12	0	93	-2	0	0	88	90	93	92	94	-5
CC1CCCC(C)N1S(=O)(=O)c1ccc(S(=O)(=O)NCc2ccccc2)cc1 (stereo not given)	-2	91	-1	-1	-2	93	95	94	94	95	4
CCOC(=O)c1cnc2cc(C)nn2c1-c1ccccc1	-3	97	-3	-3	-2	98	96	97	99	96	0
C=CCn1c(SCC(=O)NC2CCCCC2)nnc1-c1ccc(OC)cc1	-5	100	-1	-3	-7	99	104	99	91	95	-2
COn1c(SCc2ccc(Cl)cc2)nc2ccccc2c1=O	0	94	1	0	-2	98	96	96	100	97	0
COCCCNc1ncnc2ccc(C)cc12	-12	100	-8	-12	-16	100	105	101	104	99	-8
CCCCN(CC)C(=O)c1ccc(Cl)cc1	0	94	0	1	-2	96	99	103	96	99	-3
Cc1ccc(S(=O)(=O)N2CCN(C(=O)N3CCOCC3)C2C)cc1 (stereo not given)	-7	99	-7	0	-8	101	107	105	105	104	-20
CN(C)S(=O)(=O)c1ccc2c(c1)nc1n2CCC1	2	97	-2	5	-1	99	99	97	103	98	-2
O=C(Nc1ccccc1F)c1ccc(CSc2ccccc2)o1	-12	95	-10	-10	-16	95	97	101	97	94	-18
CNc1ccc(C2(O)C(=O)c3ccccc3C2=O)cc1	-4	101	-1	-2	-6	99	106	100	102	99	2
Cc1cc(C)n(/N=C/c2c[nH]c3ccccc23)c(=O)c1	-7	96	-7	-2	-7	100	103	103	98	100	-20
COc1cc(C2C(C(C)=O)=C(O)C(=O)N2CCc2c[nH]c3ccccc23)ccc1O (stereo not given)	-8	98	-8	-1	-4	98	101	98	98	100	-15
NC(=NCc1ccc2c(c1)OCO2)NC(=O)c1ccccc1	-3	96	-5	-4	-2	97	98	100	96	96	-4
COc1ccc(OC)c(NC(=O)Cn2cc(C#N)c3ccccc32)c1	-3	98	-10	0	-5	102	104	102	102	103	-9
Cc1noc(C)c1S(=O)(=O)Nc1ccc(C(=O)NC2CCCCC2C)cc1 (stereo not given)	1	98	3	2	0	96	101	98	98	98	6
CC(C)(C)NCCCCOc1ccc(F)cc1	0	85	-4	1	-2	86	86	84	89	86	-1
COCCn1c(N)c(C#N)c2nc3ccccc3nc21	-5	99	-11	0	-7	102	104	103	103	101	-14

Assay outcomes: PubChem, NMMLSC

No enrichment for hits. Share with any hit: about 0.62%.
